TRHR enhancer: allosterically enhances the human TRH receptor; enhancement, % at 2 µM; TRHR cells, fluo-8 calcium fluorescence, EC20 TRH enhancement; P34981; actives 0.66% (n = 360,000); in the data active = enhancement above about 30%; also: 0% is about no effect
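TRHR-expressing cells loaded with fluo-8 calcium dye were read kinetically (ex 480/em 530) during compound addition, then stimulated with an EC20 of TRH (10 nM final). Enhancement of the Gq-mediated intracellular calcium response was scored.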
D1 antagonist: blocks dopamine activation of the human D1 receptor; P21728; HEK293 TREx D1 cells, calcium flux, dopamine EC80; active compounds read low; activity change, negative = inhibition, % at 10 µM; actives 3.2% (n = 360,000); AID 504652; in the data active = activity change below about -30%; also: % is scaled to controls: 0 for no effect and ±100 for the full control effect
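Calcium flux readout: force-coupled, inducible Hek293 Trex D1 line, cells induced overnight at 30 C with tetracycline, dye-loaded 30–90 min at RT. Antagonism scored against EC80 dopamine challenge given 180 s after compound.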
D1 potentiator: human D1 dopamine receptor positive modulation; HEK293 TREx D1 cells, calcium flux, dopamine EC20 potentiation; potentiation, % at 10 µM; actives 0.036% (n = 360,000); AID 504651; in the data active = potentiation above about 30%; also: 0% is about no effect
TRHR ag: TRH receptor (human) agonism | TRHR cells, calcium flux fluo-8, FDSS agonist mode | activation, % at 2 µM | actives 0.18% (n = 360,000); also: 0% is about no effect
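Agonist-mode FDSS calcium read (Ex 480/Em 530, 1 s cycles) in 1536-well TRHR cells with fluo-8 dye, after 10-cycle baseline and 23 nL compound addition; TRH at EC20 (10 nM final) added afterwards for the enhancer phase.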
D2 PAM: positive allosteric modulators of human D2 dopamine receptor; AID 485347; potentiation, % at 10 µM; HEK293 T-REx D2, calcium flux, EC20 dopamine potentiation; P14416; actives 0.34% (n = 340,000);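 active = potentiation over 3 SD above the plate norm, cut at about 30% in these data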; also: 0% is about no effect
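Calcium flux readout, no-wash dye, 1 read/s. Inducible HEK293 Trex D2 line, overnight 30 C. Compound alone 180 s (agonist flags), then EC20 dopamine, another 180 s to score potentiation.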
D2 agonist: agonists of human D2 dopamine receptor. AID 485358. actives 0.53% (n = 340,000). P14416. HEK293 T-REx D2 cells, calcium flux agonist mode. activation, % at 2 µM;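 active = activation over 3 SD above normal in the single-dose calcium agonist read, cut at about 30% in these data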; also: 0% is about no effect
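In this primary screen, compounds producing a positive calcium signal within 180 s of addition to tetracycline-induced, force-coupled HEK293 Trex D2 cells are flagged; cells are dye-loaded with a no-wash calcium kit beforehand.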
RXFP1 antagonist: blocks the human relaxin receptor RXFP1 | activity change, negative = inhibition, % at 57.5 µM | HEK293-RXFP1, relaxin-stimulated cAMP HTRF, 30 min; active compounds read low | actives 0.59% (n = 350,000);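 active = activity change of -60% or lower, but not beyond a set lower limit; inconclusive = change between -60% and -40%, or beyond the set limit; inactive = change above -40%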; also: % is scaled to controls: 0 for no effect and ±100 for the full control effect
Target sequence (Q9HBX9 whole entry, looked up): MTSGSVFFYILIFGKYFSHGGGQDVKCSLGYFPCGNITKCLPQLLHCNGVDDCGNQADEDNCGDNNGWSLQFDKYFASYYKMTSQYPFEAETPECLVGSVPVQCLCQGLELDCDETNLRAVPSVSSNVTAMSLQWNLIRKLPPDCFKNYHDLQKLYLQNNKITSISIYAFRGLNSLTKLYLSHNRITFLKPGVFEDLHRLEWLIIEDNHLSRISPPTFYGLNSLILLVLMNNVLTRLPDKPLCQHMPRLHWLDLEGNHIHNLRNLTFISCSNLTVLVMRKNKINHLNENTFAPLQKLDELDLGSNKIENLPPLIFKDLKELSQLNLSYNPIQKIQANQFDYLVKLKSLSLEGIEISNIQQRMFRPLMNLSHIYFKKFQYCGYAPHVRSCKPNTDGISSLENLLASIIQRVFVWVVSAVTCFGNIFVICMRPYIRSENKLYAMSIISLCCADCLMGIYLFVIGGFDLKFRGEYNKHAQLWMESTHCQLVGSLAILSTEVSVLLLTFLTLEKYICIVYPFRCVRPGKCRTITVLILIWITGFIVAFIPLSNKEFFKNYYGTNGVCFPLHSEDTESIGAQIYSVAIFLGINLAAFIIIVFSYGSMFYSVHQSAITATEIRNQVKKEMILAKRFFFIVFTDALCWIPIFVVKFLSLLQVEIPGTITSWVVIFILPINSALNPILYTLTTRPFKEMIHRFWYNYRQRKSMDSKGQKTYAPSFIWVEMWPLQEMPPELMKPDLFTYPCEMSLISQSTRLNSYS
D2 antagonist: antagonizes the human D2 dopamine receptor; HEK293 TREx D2 cells, calcium flux, dopamine EC80; inhibition, % at 10 µM; actives 2% (n = 340,000); in the data active = inhibition above about 30%; also: 0% is about no effect
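Tetracycline-induced HEK293 T-REx cells expressing D2 force-coupled to calcium signalling were dye-loaded, exposed to compound for 180 s, then challenged with an EC80 of dopamine; calcium flux was followed kinetically for a further 180 s.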
D1 agonist: human D1 receptor agonism; P21728; HEK293 T-REx D1 cells, calcium flux, agonist mode; activation, % at 2 µM; actives 1% (n = 360,000); also: 0% is about no effect
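Inducible HEK293 T-REx D1 cells, force-coupled to calcium signalling, were plated at 4000 cells/well with tetracycline and held overnight at 30 C. After no-wash calcium dye loading, compound-evoked calcium rise over 180 s flagged agonists.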
* hit, by the source's call; ? = inconclusive; nt = not tested or not shown. Rule as the data show it, unless noted: active = activation above about 30%; inactive = the rest. Compounds as they come; overall some 7.1% were active at least once.

SMILES	TRHR enhancer	D1 antagonist	D1 potentiator	TRHR ag	D2 PAM	D2 agonist	RXFP1 antagonist	D2 antagonist	D1 agonist
COCCN(C(=O)Cc1cccs1)C(C(=O)NC1CCCC1)c1cc(OC)c(OC)c(OC)c1 (stereo not drawn)	4	2	0	0.0	-7	nt	1	nt	11
Cc1ccc(CNC(=O)C(=O)NCC(c2ccco2)S(=O)(=O)c2ccc(C)cc2)cc1 (stereo not drawn)	1	nt	0	0.1	-1	-4.1	5	nt	6
CC1CCCC(NC(=O)CSc2nccn2C)C1C (stereo not drawn)	-7	-1	1	-0.1	-21	0.6	-3	-2	0
O=C(c1ccc(C(F)(F)F)cc1)n1ccc(-c2cccs2)n1	-3	-5	-5	0.2	-4	0.9	-1	-16	4
COCc1cc(=O)[nH]c(-c2ccc(C(F)(F)F)cc2)n1	15	8	-5	0.6	6	0.0	9	-30	2
CC(C)(CNC(=O)c1ccc(-c2ccccc2Cl)o1)N1CCOCC1	5	-2	6	-0.1	-5	-0.9	-11	40*	0
O=C(NCCc1ccccc1)c1ccccc1Cl	-1	-12	-7	-0.8	-1	-1.0	-10	-14	2
O=C(O)CCCN1C(=O)C(=O)/C(=C(/O)c2ccc(Cl)cc2)C1c1ccccc1 (stereo not drawn)	17	-7	-1	-0.4	0	0.1	19	7	1
NC(=S)Nc1cc(Cl)ccc1Cl	-4	33	-2	-1.1	-7	-1.7	nt	2	1
COc1ccc(S(=O)(=O)NC2CCSc3ccccc32)cc1OC (stereo not drawn)	10	7	-3	-1.2	10	-1.3	12	-13	2
COc1ccc(CNC(=O)CSCc2ccccc2Cl)cc1	1	-10	-2	0.5	3	0.3	-7	-9	8
Cc1ccnn1CC(=O)N/N=C/c1cn[nH]c1-c1ccc(F)cc1	8	-12	2	0.1	-3	0.6	-13	-14	3
O=C(CCCCCNc1nc(=S)[nH]c2ccccc12)NCCc1c[nH]c2ccccc12	0	-15	-5	-1.2	-14	-1.7	nt	-2	0
Cc1ccc(S(=O)(=O)Cn2nnnc2C(CC(C)C)N2CCN(C(=O)c3ccco3)CC2)cc1 (stereo not drawn)	7	-1	-5	-0.1	11	1.0	-3	-15	3
CCN(CC)c1nc(=S)nc(NC(C)(C)C)[nH]1	-2	1	-8	0.4	-4	0.1	-1	-2	1
O=C(O)c1cccc2c3c([nH]c12)CCCC3	2	-30*	2	0.1	-5	2.4	-6	4	-3
Cc1c(CC(=O)N[C@@H](C)C(=O)O)c(=O)oc2cc3occ(-c4ccccc4)c3cc12	5	-14	-4	0.0	nt	nt	7	nt	1
O=c1[nH]c2ccccc2n2c(-c3ccccc3)nnc12	-1	5	-4	0.1	9	0.4	-6	9	2
Cc1cccc(N2CCN(C(=O)COc3ccc4ccc(=O)oc4c3)CC2)c1C	-2	15	-7	0.4	3	0.9	-11	2	0
CCC(C)(C)NC(=O)CN(C(=O)C(=O)Nc1ccc2c(c1)OCCO2)N1CCOCC1	-5	1	-9	1.5	-8	1.4	-12	19	-1
COc1cc(C(=O)Nc2ccccc2C(=O)NCc2cccnc2)cc(OC)c1OC	-4	-20	nt	0.4	4	0.0	2	7	12
Cc1ccc(NC(=O)c2c(-c3c(F)cccc3Cl)noc2C)cc1F	6	-2	-6	-0.4	0	-2.3	9	-18	14
O=C(COC(=O)C1CCN(c2ccc(C(F)(F)F)cn2)CC1)c1cccc(Br)c1	4	0	-6	1.7	15	-0.9	3	-8	9
CC1(C)Cc2nc3sc4c(=O)n(CC(N)=O)cnc4c3cc2CO1	-7	-9	-6	0.5	-6	-3.3	nt	-11	0
CCOc1ccc(N2C(=O)CC(N3CCOCC3)C2=O)cc1 (stereo not drawn)	-5	-4	0	0.6	-7	0.0	5	-9	1
SMILES	TRHR enhancer	D1 antagonist	D1 potentiator	TRHR ag	D2 PAM	D2 agonist	RXFP1 antagonist	D2 antagonist	D1 agonist
CC1CN(C(=O)c2ccc(S(=O)(=O)Nc3ccccc3F)cc2)CC(C)O1 (stereo not drawn)	-1	-8	0	1.0	8	-0.1	19	3	3
Cc1c(Cl)cccc1NC(=O)c1cccc(NC(=O)CCC(=O)O)c1	0	26	-1	0.3	-1	0.7	0	-10	1
CCOC(=O)C1=C(c2ccccc2)NC(=S)NC1c1ccc(Cl)c([N+](=O)[O-])c1 (stereo not drawn)	12	9	1	0.5	16	0.9	nt	-14	1
CCOc1ccccc1CNC(=O)C1CCCN(c2ncnc3onc(-c4ccc(F)cc4)c23)C1 (stereo not drawn)	-7	4	2	-0.7	4	nt	-4	nt	1
NCCc1nnc(SCc2ccc(Cl)cc2)o1	0	-2	0	-0.7	18	0.1	5	nt	0
O=S(=O)(c1ccc(Cl)cc1)n1cccn1	10	-3	-2	-1.0	-7	0.5	-3	40*	3
COC(=O)c1sc(NC(=O)C2c3ccccc3Oc3ccccc32)c(C(=O)OC)c1C	-8	2	0	0.0	0	0.0	9	-5	4
O=C(CCCn1c(=S)[nH]c2cc3c(cc2c1=O)OCO3)N1CCN(c2ccccn2)CC1	-5	10	-8	-0.9	15	1.6	?	17	1
COc1ccc(OCC(=O)N2CCN(C(=O)c3cccc(F)c3)CC2)cc1	-4	10	-3	-0.2	-8	-1.2	-13	-3	1
O=C(CSc1ncnc2scc(-c3ccccc3)c12)N1CCN(c2ccccc2F)CC1	2	3	2	0.2	-3	1.8	8	18	4
Cc1ccc(S(=O)(=O)N2CCCCC2CCNC(=O)C(=O)Nc2ccccc2F)cc1 (stereo not drawn)	-5	-4	-6	0.4	-3	0.6	nt	-20	2
Cc1cc(C)c2ccc(=O)n(CC(=O)N/N=C/c3ccccc3Cl)c2n1	3	2	1	0.5	-6	-1.0	17	-8	1
CCCCNC(=O)CN(c1cccc(Br)c1)S(C)(=O)=O	6	-6	-3	0.3	16	-0.3	-9	-29	-1
CCOC(=O)CN(C(=O)CSc1nnc2c(n1)[nH]c1ccc(F)cc12)c1ccccc1	0	-3	-9	-0.7	-20	-0.2	-19	72*	0
Cc1nc(SCC(=O)c2c(N)n(C3CC3)c(=O)[nH]c2=O)[nH]c(=O)c1CCO	13	-1	-1	1.3	-5	0.4	0	-3	2
COc1ccc(NC(=O)c2ccc3[nH]c(=O)c(=O)[nH]c3c2)c(OC)c1	3	8	1	0.5	4	0.0	-28	-3	0
Cc1ccc(NC(=O)CCN2CCN(C/C=C/c3ccccc3)CC2)cc1	8	-6	-8	-0.4	-12	0.3	-4	7	8
O=[N+]([O-])CC(=Nc1ccc(F)cc1)N/N=C\c1oc(O)c2ccccc12	-1	1	-2	0.9	6	0.1	nt	-5	4
CC(=O)Nc1nnc(SCc2cc(=O)c(OC(=O)c3ccccc3)co2)s1	-3	-10	1	-0.9	3	0.3	-11	-15	1
NS(=O)(=O)c1ccc(CCNC(=O)C2CCC(Cn3c(=S)[nH]c4ccccc4c3=O)CC2)cc1 (stereo not drawn)	41*	-18	0	-0.5	-7	-0.5	-69*	-1	2
COc1cccc(CNC(=O)CCC2CCCN(Cc3cc(Cl)ccc3O)C2)c1 (stereo not drawn)	-8	-28	-10	-1.9	-5	0.8	13	15	0
Cn1c(=O)c2cc(S(=O)(=O)NCCC(=O)NC3CCCCCCC3)ccc2n(C)c1=O	1	8	-3	0.4	-4	-1.2	-9	-2	1
COc1ccc(-n2nc3c(c2NC(=O)c2ccc(N4C(=O)CCC4=O)cc2)CSC3)cc1	0	12	4	1.2	-12	0.5	6	-7	8
COc1ccc(C)cc1N(C(=O)Cn1nnc(-c2ccc(C)o2)n1)C(C(=O)NC1CCCC1)c1ccncc1 (stereo not drawn)	-6	-26	-8	0.0	-11	-0.4	-8	11	1
C=CCn1c2ccccc2c(=O)c2cc(C#Cc3ccsc3)ccc21	-1	-5	-6	0.2	6	-0.2	nt	17	3
O=C(O)c1ccc(NC(=O)c2cccc(N3C(=O)C4C5CCC(C5)C4C3=O)c2)cc1 (stereo not drawn)	-9	9	-2	-0.2	-2	3.0	-2	-11	3
O=[N+]([O-])c1ccc(COc2ccc(-c3[nH]ncc3-c3ccccc3)c(O)c2)cc1	2	-1	-8	2.4	3	6.7	-2	6	6
COc1ccc(C(=O)CC(=O)C(=O)Nc2cccc(C(C)=O)c2)cc1	-3	-26	2	0.8	-9	0.6	-4	1	1
Cc1cc(C)c2c(=O)cc(C(=O)Nc3sc4c(c3C(=O)NCc3ccccc3)CCCC4)oc2c1	20	-86*	3	0.8	1	0.8	0	nt	-1

Arranged by heavy-atom count (low to high): some entries from above
SMILES	TRHR enhancer	D1 antagonist	D1 potentiator	TRHR ag	D2 PAM	D2 agonist	RXFP1 antagonist	D2 antagonist	D1 agonist
NCCc1nnc(SCc2ccc(Cl)cc2)o1	0	-2	0	-0.7	18	0.1	5	nt	0
CCCCNC(=O)CN(c1cccc(Br)c1)S(C)(=O)=O	6	-6	-3	0.3	16	-0.3	-9	-29	-1
C=CCn1c2ccccc2c(=O)c2cc(C#Cc3ccsc3)ccc21	-1	-5	-6	0.2	6	-0.2	nt	17	3
Cc1cc(C)c2ccc(=O)n(CC(=O)N/N=C/c3ccccc3Cl)c2n1	3	2	1	0.5	-6	-1.0	17	-8	1
CC(=O)Nc1nnc(SCc2cc(=O)c(OC(=O)c3ccccc3)co2)s1	-3	-10	1	-0.9	3	0.3	-11	-15	1
CCOC(=O)C1=C(c2ccccc2)NC(=S)NC1c1ccc(Cl)c([N+](=O)[O-])c1 (stereo not drawn)	12	9	1	0.5	16	0.9	nt	-14	1
COc1cccc(CNC(=O)CCC2CCCN(Cc3cc(Cl)ccc3O)C2)c1 (stereo not drawn)	-8	-28	-10	-1.9	-5	0.8	13	15	0
O=C(O)c1ccc(NC(=O)c2cccc(N3C(=O)C4C5CCC(C5)C4C3=O)c2)cc1 (stereo not drawn)	-9	9	-2	-0.2	-2	3.0	-2	-11	3
CCOC(=O)CN(C(=O)CSc1nnc2c(n1)[nH]c1ccc(F)cc12)c1ccccc1	0	-3	-9	-0.7	-20	-0.2	-19	72*	0
O=C(CSc1ncnc2scc(-c3ccccc3)c12)N1CCN(c2ccccc2F)CC1	2	3	2	0.2	-3	1.8	8	18	4
CCOc1ccccc1CNC(=O)C1CCCN(c2ncnc3onc(-c4ccc(F)cc4)c23)C1 (stereo not drawn)	-7	4	2	-0.7	4	nt	-4	nt	1
COc1ccc(C)cc1N(C(=O)Cn1nnc(-c2ccc(C)o2)n1)C(C(=O)NC1CCCC1)c1ccncc1 (stereo not drawn)	-6	-26	-8	0.0	-11	-0.4	-8	11	1

Source: PubChem (National Center for Advancing Translational Sciences (NCATS))
